TbREL1 inh: TbREL1 inhibition, primary screen | TbREL1 RNA ligation, FRET fluorescence | inhibition, % at 9.66 µM | 89,000 compounds, 0.49% hits;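 active = inhibition above the mean inhibition across all screened compounds plus 3 SD, cut at about 11% in these data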;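 note: 0% = plate median of test wells and 100% = NSC42067 control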
Target sequence (P86926 whole entry, looked up): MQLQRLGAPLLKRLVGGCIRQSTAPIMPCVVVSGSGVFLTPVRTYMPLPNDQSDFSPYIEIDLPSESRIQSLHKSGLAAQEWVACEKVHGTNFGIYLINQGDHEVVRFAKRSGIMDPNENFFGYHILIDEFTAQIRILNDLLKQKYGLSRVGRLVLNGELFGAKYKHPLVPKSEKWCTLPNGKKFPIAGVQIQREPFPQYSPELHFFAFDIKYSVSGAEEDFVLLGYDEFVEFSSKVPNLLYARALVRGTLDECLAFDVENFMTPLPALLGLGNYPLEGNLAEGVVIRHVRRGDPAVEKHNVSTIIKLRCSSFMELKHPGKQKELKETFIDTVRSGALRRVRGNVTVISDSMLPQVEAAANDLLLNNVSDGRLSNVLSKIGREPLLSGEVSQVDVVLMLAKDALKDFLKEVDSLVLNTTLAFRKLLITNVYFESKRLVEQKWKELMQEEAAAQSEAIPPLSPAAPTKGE
An asterisk follows results filed as active. A portion of the library (hit frequency here may not be typical).

SMILES	TbREL1 inh
CC(=O)Nc1ccc(S(=O)(=O)NNC(=O)CCC(=O)NCc2ccccc2)cc1	1.9
CCN(CC)S(=O)(=O)c1ccc(N2CCCC2)c(NC(=O)C2=NN(c3ccccc3)C(=O)CC2)c1	-3.5
NC1=NC[C@H](CC2CCCCC2)N1CCc1cc(C(F)(F)F)cc(C(F)(F)F)c1	10.1
O=C(Cc1csc(-c2ccccc2)n1)NCc1ccc(F)cc1	-0.7
Cc1ccc(/C=N/NC(=O)CNC(=O)COc2ccc(Cl)cc2)o1	-0.8
O=C(NC1CCCCC1)C(c1ccc(F)cc1)N(C(=O)c1csnn1)C1CC1 (stereo not given)	-1.6
CCC(=O)N1CCc2cc(S(=O)(=O)NC(C(=O)NC(C)c3ccccc3)C(C)C)ccc21 (stereo not given)	2.3
NC(=O)CC(NC(=O)Cc1cccc2ccccc12)c1ccc(N2CCCCCCC2)c([N+](=O)[O-])c1 (stereo not given)	4.2
Cc1ccnc(NS(=O)(=O)c2cc(-c3cc(C)no3)ccc2C(C)C)c1	-0.9
CC1CCC(C(C)C)C(OC(=O)CSc2n[nH]c(=O)[nH]c2=O)C1 (stereo not given)	-0.7

2 of these compounds in a different format:
| structure | TbREL1 inh |
| --- | --- |
| CCN(CC)S(=O)(=O)c1ccc(N2CCCC2)c(NC(=O)C2=NN(c3ccccc3)C(=O)CC2)c1 | -3.5 |
| NC1=NC[C@H](CC2CCCCC2)N1CCc1cc(C(F)(F)F)cc(C(F)(F)F)c1 | 10.1 |

Other compounds.
SMILES	TbREL1 inh
Cc1cc(C)cc(NS(=O)(=O)c2cc3[nH]c(=O)c(=O)[nH]c3cc2C)c1	1.1
Cc1ccc2c(c1)c(C)c(C)n2CC(O)CN1CCCCC1C (stereo not given)	-6.3
Cc1ccc(C(NC(=O)/C=C\c2ccc3c(c2)OCO3)C(=O)Nc2ccc3c(c2)OCO3)cc1 (stereo not given)	1.0
Cc1oc2cc(O)ccc2c(=O)c1Oc1ccc2ccccc2c1	-0.8
CC(=NCc1ccco1)c1c(C(F)(F)F)[nH]n(-c2nc3ccccc3s2)c1=O	5.0
COc1ccc(S(=O)(=O)NCCSCc2ccco2)cc1	0.2
CCCCCCSc1ccc(-c2nc3ccc(C)cn3c2NC2CCCCC2)cc1	-3.0
COc1cccc(C(C(=O)NC2CCCC2)N(C(=O)c2ccco2)c2ccc(-n3cnnn3)c(C)c2)c1OC (stereo not given)	-0.7
Cc1ccc(S(=O)(=O)Nc2cc3c(C(=O)O)c(C)oc3c3ccccc23)c(C)c1	-1.4
COc1ccc(C(=O)Nc2cc(C)c(NC(=O)c3ccccc3OC)cn2)cc1	-2.1
CCOc1ccc(N2C(=O)CC(SCCN)C2=O)cc1 (stereo not given)	2.6
CCOC(=O)c1cnn(-c2nc(-c3cccc(F)c3)cs2)c1C(F)(F)F	7.7
COC(=O)c1ccccc1S(=O)(=O)Oc1ccc(-c2ccc(C(=O)O)cc2)cc1	-0.3
Cc1ccccc1N(CC(=O)NCC1CCCO1)C(=O)CNS(=O)(=O)c1ccc(F)cc1 (stereo not given)	2.0
COc1ccccc1C(CCN(Cc1ccccc1)C(C)=O)c1ccco1 (stereo not given)	-1.6
Cc1ccc(N(CC(=O)NCC2CCCO2)C(=O)CCC(=O)Nc2nccs2)cc1C (stereo not given)	-0.2
Cc1ccc(C)c(SCc2noc(C(=O)NCC3CCCO3)c2C(=O)O)c1 (stereo not given)	0.2
COc1ccc(CNC(=O)CCS(=O)(=O)Cc2cccc(Cl)c2)c(OC)c1	-3.1
O=C(NCc1ccc(C(F)(F)F)cc1)C1CC(c2cccc(F)c2)=NO1 (stereo not given)	-1.1
O=C(NC1CC1)c1ccc(CS(=O)(=O)c2c(Cl)cccc2Cl)o1	-0.2
CCOc1ccc2c(c1)-c1c(ssc1=S)C(C)(C)N2C	1.4
CCOc1cc(CNc2ncc(-c3ccc(OC)cc3)n2C)ccc1O	-2.3
Cc1cc(NC(c2ccc(Cl)cc2)c2ccc3cccnc3c2O)no1 (stereo not given)	-4.3
CCOC(=O)c1ccc(NC(=O)c2nc[nH]c2C(=O)NC)cc1	3.6
O=C(CN1CCN(S(=O)(=O)c2ccc(Cl)cc2)CC1)N1CCCC1	4.0
OCCN(CC#CC(O)(c1ccccc1)C1CCCCC1)CCO (stereo not given)	-3.0
N#Cc1ccc(CN(c2ccncc2)S(=O)(=O)c2ccccc2)cc1	1.5
Cc1ccc(C(=O)N2CCN(CCNC(=O)C(=O)Nc3ccc(Cl)cc3)CC2)cc1	-0.1
CCOc1ccc(NC(=O)Nc2cc(C(C)C)c(O)cc2C)cc1	5.8
c1csc(C(c2nnnn2C2CCCCC2)N2CCN(c3nc4ccccc4s3)CC2)c1 (stereo not given)	-1.5

A draw from above in order of molar mass, high to low:
SMILES	TbREL1 inh
O=C(CN1CCN(S(=O)(=O)c2ccc(Cl)cc2)CC1)N1CCCC1	4.0
CCOc1ccc(NC(=O)Nc2cc(C(C)C)c(O)cc2C)cc1	5.8
CCOc1ccc2c(c1)-c1c(ssc1=S)C(C)(C)N2C	1.4
CCOC(=O)c1ccc(NC(=O)c2nc[nH]c2C(=O)NC)cc1	3.6

The list goes on.
SMILES	TbREL1 inh
Cc1ccc(S(=O)(=O)N2CCN(C(=O)c3cc(-c4cccs4)nn3-c3ccccc3)CC2)cc1	6.9
O=C(CCNc1ccc(F)cc1)c1cccc([N+](=O)[O-])c1	-2.5
CCCCc1c(C)nc2ccc(Br)cc2c1SC(N)N	1.5
O=C(NCc1ccc(F)cc1)c1cc(C2CCCCN2S(=O)(=O)Cc2ccccc2)on1 (stereo not given)	-4.1
O=C(CSc1ncnc2c1nnn2-c1ccc(F)cc1)NCC1CCCO1 (stereo not given)	7.3
COc1ccccc1NC(=O)CSc1ccc2nnc(-c3ccccn3)n2n1	1.2
CCN(CC)S(=O)(=O)c1ccc(F)c(C(=O)NCCC(C)C)c1	6.1
COc1ccccc1CNC(=O)CSc1nc(N)c(C#N)c(-c2cccs2)c1C#N	2.5
COc1ccc(C(=O)OC(C)C(=O)NCC2CCCCC2)cc1S(=O)(=O)N1CCOCC1 (stereo not given)	-1.4
COc1ccc([C@@H]2CC=C(C(=O)O)[C@H](c3ccccc3)N2S(=O)(=O)c2ccc(C)cc2)cc1OC	6.8

In the list so far, three have a thiophene ring, fused or not.
SMILES	TbREL1 inh
c1csc(C(c2nnnn2C2CCCCC2)N2CCN(c3nc4ccccc4s3)CC2)c1 (stereo not given)	-1.5
Cc1ccc(S(=O)(=O)N2CCN(C(=O)c3cc(-c4cccs4)nn3-c3ccccc3)CC2)cc1	6.9
COc1ccccc1CNC(=O)CSc1nc(N)c(C#N)c(-c2cccs2)c1C#N	2.5

More compounds
SMILES	TbREL1 inh
Cc1ccccc1C(=O)N1CCC2CC1c1cc(-c3ccc(F)cc3)ccc12 (stereo not given)	1.9
Cc1onc(-c2ccccc2Cl)c1C(=O)N1CCOC12CCN(c1cccc(F)n1)CC2	2.7
COc1cccc(C2=Cc3ccc(F)cc3C(CC(C)=O)N2c2ccc(C#CC3(O)CCCCC3)cc2)c1 (stereo not given)	1.0
O=C(NCc1ccco1)C(c1ccncc1)N(C(=O)Cn1nnc2ccccc21)c1ccccc1 (stereo not given)	-2.8
CC(NC(=O)CN1C(=O)NC2(CCCCC2)C1=O)c1ccc(S(N)(=O)=O)cc1 (stereo not given)	0.4
CC1=C(C(=O)Nc2ccc(F)cc2)C(c2ccc(C)o2)C2=C(CC(C)(C)CC2=O)N1 (stereo not given)	1.6
COc1cccc(CN(C)C(=O)CNC(=O)c2ccc(-c3ccccc3)cc2)c1OC	1.8
CCc1ccccc1NC(=S)N(Cc1cccnc1)Cc1ccco1	-1.4
CC(C)n1ncc2c(C(=O)NCc3ccccc3CN(C)C)cc(C3CC3)nc21	7.4
O=C(COC(=O)COc1ccc(Cl)cc1Br)NC1CCCC1	-1.2
O=C(OCC#CCSc1nnc(-c2cccc3ccccc23)o1)c1csc2ccccc12	0.2
O=c1[nH]c(CN(CCc2ccccc2)S(=O)(=O)c2ccc(Cl)cc2)nc2ccccc12	0.6
CC1CCc2c(sc(NC(=O)c3ccc(N4C(=O)CCC4=O)cc3)c2C(N)=O)C1 (stereo not given)	-0.6
O=C(Nc1ccc(N2CCCCC2)cc1)c1cncc(Br)c1	-3.4
O=C(COc1ccc2c(c1)C(=O)CC1(CCCCC1)O2)NCc1ccccn1	7.1
O=C(Nc1ccccc1N1CCOCC1)c1ccc(OCc2cscn2)cc1	-1.1
Cc1cc(C)n2nc(SCc3ccc(C#N)cc3)nc2n1	3.0
CCC(=O)c1ccc(OCC(=O)OCC(=O)NCc2cccs2)cc1	1.3
Cc1ccc(N(CC(=O)O)C2SC(=O)NC2=O)cc1 (stereo not given)	5.9
O=C(Nc1nc(-c2ccccn2)cs1)C1CCCC1	2.4
COc1ccc(S(=O)(=O)N[C@H]2CC[C@H](CCNC(=O)c3ccccc3F)O[C@@H]2CO)cc1	1.3
CCC(=O)N1CCCC(C)(C(=O)NS(=O)(=O)c2ccccc2Cl)C1 (stereo not given)	2.9
CCOC(=O)C1=C(C)NC(C)=C(C(=O)OC)C1c1cccc(Cl)c1Cl (stereo not given)	-3.5
Cc1nc2c(C)c(C)c(C)c(C)c2nc1C	2.0
O=C(NCC(=O)N1CCN(c2ccccc2O)CC1)c1ccco1	-2.5
Cn1c(CO)cnc1SCc1ccc([N+](=O)[O-])cc1	8.2
NC(=O)NC(=O)COC(=O)c1sc2ccccc2c1Cl	-1.1
OCCC1CN(Cc2ccc3cc(Cl)ccc3n2)CCN1Cc1ccsc1 (stereo not given)	-1.2
CCc1ccccc1NC(=O)c1ccc(F)c(S(=O)(=O)N2CCC(C(N)=O)CC2)c1	-1.1
COc1ccc(C)cc1NC(=O)C1CCCCN1S(=O)(=O)c1ccccc1 (stereo not given)	-0.8
CC1Oc2ccccc2C=C1/C=N/NC(=O)c1ccccc1O (stereo not given)	1.1
CC(=O)Nc1ccc(/C=C/c2ccc3cccc([N+](=O)[O-])c3n2)cc1	-1.1
CCOC(=O)C1=C(O)CSC1=Nc1cccc2ccccc12	-3.2
c1ccc(-c2nc(NCC3CCCO3)c3oc4ccccc4c3n2)cc1 (stereo not given)	1.2
Cc1ccc(S(=O)(=O)Nc2ccc(NC(=O)c3ccc(F)cc3)cc2)cc1	-1.3
Cc1ccc(Nc2nc3ccccc3c(=O)[nH]2)cc1C	0.4
S=c1[nH]nc(-c2cc(-c3ccccc3)n[nH]2)n1N=Cc1c[nH]c2ccccc12	-7.2
CN1CC(=O)N(CC(=O)Nc2cc(Cl)cc(Cl)c2)C1=O	-0.2
O=C(Nc1ccc(F)cc1)OCc1cn(Cc2ccccc2F)nn1	-0.6
CCCCN(C)c1c(C)nc2ccc(C(=O)NCc3ccc4c(c3)OCO4)cn12	-6.2
COc1ccc(OCCCC(=O)ON=C(N)c2ccccc2C)cc1	3.5
CCCC[C@H]1C2CC(OC(=O)Nc3ccc(C)cc3)C(C2)[C@H]2CCCCN21 (stereo not given in full)	-0.7
O=S(=O)(c1ccc(CN2CCOCCOCCN(Cc3ccc(S(=O)(=O)C(F)(F)F)cc3)CCOCC2)cc1)C(F)(F)F	-2.5
NS(=O)(=O)c1ccc(CNC(=O)c2ccc(Cl)cc2[N+](=O)[O-])cc1	0.2
COc1ccc(NC(=S)NNC(=O)c2cccnc2)cc1OC	0.7
COc1cnn(-c2ccccc2)c(=O)c1N(C)C	-1.2
NC(=O)c1ccc(N2CCN(S(=O)(=O)c3cccs3)CC2)c([N+](=O)[O-])c1	0.6
Cc1c(Cl)c([N+](=O)[O-])nn1CC(=O)NCCCN1CCOCC1	5.8
CC(C)(C)C(=O)OC/C(N)=N/OC(=O)c1ccc(Cl)c(Cl)c1	-0.5
CCC1Cc2[nH]c(=S)[nH]c(=O)c2C(c2ccc(Cl)cc2)O1 (stereo not given)	-1.2

The results go on:
SMILES	TbREL1 inh
O=C(COC(=O)C1COc2ccccc2O1)NC1CCS(=O)(=O)C1 (stereo not given)	-0.3
N#Cc1ccc(OCC(=O)Nc2ccc3[nH]c(=O)[nH]c3c2)cc1	3.9
Cc1nn(Cc2ccccc2)c2c1C(c1ccncc1)C(C#N)=C(N)O2 (stereo not given)	-1.0
CN(C(=O)Nc1cnc2ccccc2c1)c1ccccc1	-0.5
CCOc1ccc(OCC(=O)OC(C)C(=O)NC2CCCC2)cc1 (stereo not given)	0.9
CCCc1nc2sc3c(c2c(=O)n1N)CCC3	8.8
CCOC(=O)CN(C(=O)COc1nc(-c2ccccc2)cc(C)c1C#N)c1ccc(C)cc1	-2.4
Cc1ccc(F)cc1NC(=O)COC(=O)COc1ccc(C#N)cc1	-2.9
Cc1ccc(N(C(=O)c2csnn2)C(C(=O)NC(C)(C)C)c2cccnc2)cc1 (stereo not given)	1.0
Cc1ccc2c(NC(=O)C3CC3)c(C)ccc2n1	2.0

Single entries from the list.
In TbREL1 inh, Cc1ccc2c(NC(=O)C3CC3)c(C)ccc2n1 is listed with 2.0
In TbREL1 inh, O=C(COC(=O)C1COc2ccccc2O1)NC1CCS(=O)(=O)C1 (stereo not given) is listed with -0.3
In TbREL1 inh, CCOc1ccc(OCC(=O)OC(C)C(=O)NC2CCCC2)cc1 (stereo not given) is listed with 0.9
In TbREL1 inh, CN(C(=O)Nc1cnc2ccccc2c1)c1ccccc1 is listed with -0.5
In TbREL1 inh, CCCc1nc2sc3c(c2c(=O)n1N)CCC3 is listed with 8.8

Next section:
SMILES	TbREL1 inh
CC(C)Oc1ccc(S(=O)(=O)N2CCOCC2)cc1NC(=O)CCCSc1ccccc1	-0.6
CC(C)(C)c1cc(NC(=O)COC(=O)c2ccc3c(=O)n4c(nc3c2)CCC4)n(-c2ccccc2)n1	-1.6
Cc1nn(CCOc2ccccc2)c(=O)n1-c1ccccc1	-2.4
O=C(CN(c1ccc(F)cc1)S(=O)(=O)c1ccccc1)NCCSC1CCCCC1	-2.3
N#CC1(C#N)C(c2ccccc2)OC23CCCCCC2C1(C#N)C(=N)O3 (stereo not given)	7.8
CC1=C/C(=N\OC(=O)/C=C/c2ccccc2)C(C)=CC1=O	0.0
CC(C)Cn1c(N)c(C(=O)NCc2cccs2)c2nc3ccccc3nc21	44.0*
CC(C)Cn1c(SCC(=O)N2CC(=O)Nc3ccccc32)nc2ccccc21	2.8
c1ccc2c(c1)ncn2CCN1CCCCC1	1.8
COc1ccc(-c2csc(C)n2)cc1Br	-2.4
O=C(OCc1cn(Cc2ccc(Cl)cc2)nn1)N1CCOCC1	-1.0
Cc1cc2cc(CNC(=O)C3CC3)ccc2n1C	-2.8
Cc1cccc(Nc2nc(N)c([N+](=O)[O-])c(N3CCOCC3)n2)c1	1.0

Source: PubChem
